Bioassay records deposited in PubChem BioAssay by National Center for Advancing Translational Sciences (NCATS).
Nrf2 block – Nrf2 pathway inhibition; A549 ARE-Fluc reporter, luciferase luminescence, 18-24 h; Potency, µM (top dose mostly 46 µM), without a hit: top-dose activity change, negative = inhibition, usual class: inhibitors; 360,000 compounds, 2.1% hits; further: potency means the concentration at half of the fitted maximal effect; on the % scale 0 is the no-effect control and ±100 the full control effect; nearly all actives have a fitted effect of over 60% in size
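Nrf2 activity is the BugLite luminescence, read 15 min after reagent at room temperature, following CellTiter-Fluor cytotoxicity readout (30 min, 37C). Compound titrations were applied for 18-24 h to 5000 A549 ARE_Fluc cells/well in 5% FBS OPTI-MEM.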
MCF10A rereplic – inducers of DNA re-replication in MCF 10A breast cells | MCF 10A DNA re-replication, Hoechst nuclear intensity, 48 h | Potency, µM (titrated, usually from 46.1 µM), for the others: at the top dose activity, positive = re-replication, hits mostly activators | 350,000 compounds, 2.9% hits; further: potency means the concentration at half of the fitted maximal effect; % of control where 0% means no effect; nearly all actives have a fitted effect of over 50% in size
IL1B secr inh – inhibitors of inflammasome signaling (IL-1 beta secretion). THP-1 LPS/ATP IL-1B secretion, AlphaLISA, 16 h; active compounds read low. activity change, % at 57.5 µM. 360,000 compounds, 4.7% hits. AID 743279; in the data active means activity change below about -50%; inconclusive means mostly about -30% to -49%; further: on the % scale 0 is the no-effect control and ±100 the full control effect
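Secreted IL-1B measured by AlphaLISA bead assay after 16 h compound exposure of THP-1 cells; compounds (final up to 57.5 uM) added 1 h before LPS (250 ng/mL) and ATP (1.25 mM) stimulation; lower signal means less secretion.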
A549 tox – kills or reduces viability of A549 cells in Nrf2 counter-screen | A549 ARE-Fluc cells, CellTiter-Fluor viability, 18-24 h | Potency, µM (highest dose often 46 µM), for inactives: at the top dose activity change, negative = cytotoxicity, most hits filed as inhibitors | 390,000 compounds, 0.16% hits | AID 504648; further: potency means the concentration at half of the fitted maximal effect; on the % scale 0 is the no-effect control and ±100 the full control effect
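A549 ARE_Fluc cells in 5% FBS OPTI-MEM were exposed to compounds in concentration-response for 18-24 h at 37 deg C. Viability was read by CellTiter-Fluor fluorescence (Ex 405/Em 525) after 30 min, before the luciferase read.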
ATXN viability – cell viability loss in ATXN counter-screen; Potency, µM (series often up to 56.7 µM), hits mostly cytotoxic; S2 cells (HEK-293 line with an ATXN2-luciferase reporter) viability, CellTiter-Fluor protease fluorescence, 24 h; 400,000 compounds, 0.49% hits; AID 651635; further: potency means the concentration at half of the fitted maximal effect; nearly all actives have a fitted effect of over 40% in size
TGFb SMAD3 inh – TGF-b pathway inhibition; HepG2 CAGA-GFP TGF-b/SMAD3 reporter, GFP fluorescence, 18 h; TGF-beta stimulated, 500 pg/mL final; Potency, µM (doses to about 46.1 µM), without a hit: top-dose activity, negative = inhibition, most hits filed as inhibitors; 410,000 compounds, 1.2% hits; AID 588855; further: potency means the concentration at half of the fitted maximal effect; on the % scale 0 is the no-effect control and ±100 the full control effect; nearly all actives have a fitted effect of over 65% in size
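HEPG2 CAGA-GFP, 1000 cells/well; 2 h settle, 37 C; cpd via pin tool; TGF-b 500 pg/mL final; 18 h, 37 C; GFP imaging ex488/em500-530; %Activity normalised to -TGF-b and +DMSO controls; CRC fit, curve class.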
ATXN2 expr inh – ATXN2 expression inhibition; HEK-293 ATXN2-luciferase reporter, luminescence, 24 h; Potency, µM (series often up to 57 µM), inactives show at the highest dose activity change, negative = inhibition, actives largely listed as inhibitors; 360,000 compounds, 0.72% hits; AID 1745845; further: potency means the concentration at half of the fitted maximal effect; on the % scale 0 is the no-effect control and ±100 the full control effect; nearly all actives have a fitted effect of over 55% in size
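qHTS (up to 57 uM final) was run with 24 h compound exposure of reporter cells at 37 °C. Each well was multiplexed: SteadyGlo luminescence measured ATXN2-luciferase expression after a fluorogenic Gly-Phe-AFC viability readout (25 uM final).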
HepG2 viability – counter-screen for TGF-b inhibitors: cytotoxicity in HepG2 cells; HepG2 CAGA-GFP viability, ATP luminescence, 18 h; Potency, µM (highest dose often 46.1 µM), for inactives: top-dose activity change, negative = cytotoxicity, hits mostly cytotoxic; 410,000 compounds, 0.76% hits; further: potency means the concentration at half of the fitted maximal effect; some results filed as inactive show a strong effect at the top dose
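CellTiter-Glo luminescence gave cytotoxicity after 18 hours at 37 degrees C. The cells were HepG2 CAGA-GFP in 1% FBS DMEM, stimulated with 500 pg/mL TGF-beta after compound addition. %Activity was normalised to no-cell wells (complete cell-killing) and DMSO (no toxicity), and curves were fitted and classified.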
Nrf2 ARE act – Nrf2 pathway activation; AREc32 ARE-luciferase reporter (MCF7-derived line), luminescence, 24 h; 410,000 compounds, 0.31% hits; AID 624171; Potency, µM (titrated, usually from 46.1 µM), without a hit: at the highest dose activation, most hits filed as activators; further: potency means the concentration at half of the fitted maximal effect; % of control where 0% means no effect; nearly all actives have a fitted effect of over 65% in size
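Luminescent ARE reporter assay in AREc32_Fluc cells: overnight plating at 37 deg C, 24 hr compound incubation, Steady-Glo added, 30 min RT before reading.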
The depositor's hits bear a star; i = inactive; ? = inconclusive; / = no result given; [ ] = another dose, or the depositor's remark. Unless noted, the call rests on the fitted dose curve; in most records, active means well fitted curve in the direction sought with a large enough effect; inconclusive means small, poorly fitted or top-dose-only effect, or another doubt; inactive means no such curve, though single readings can be large; an effect the other way counts as inactive or inconclusive.

The line under a structure holds: Nrf2 block	A549 tox	ATXN viability	IL1B secr inh	MCF10A rereplic	HepG2 viability	Nrf2 ARE act	TGFb SMAD3 inh	ATXN2 expr inh
Cc1ccc(S(=O)(=O)NCC2CCC(C(=O)N(C)Cc3ccccc3)CC2)cc1 (stereo not given)
    /	1%	/	/	/	-50%	0.8%	-4%	/
COc1ccc2[nH]cc(C(=O)CCl)c2c1
    ?	-7%	16µM*	-96*	21µM*	-107%	-3.5%	?	?
NC(=O)C(=O)NN=C1CCC(c2ccccc2)CC1 (stereo not given)
    9%	-7%	i	22	13%	-14%	2.1%	1%	-2%
CCn1c(SCC(=O)NCC2CCCO2)nnc1-c1c[nH]c2ccccc12 (stereo not given)
    15%	0%	i	-3	-6%	7%	0.2%	0%	-10%
CC(C)N1CCC(N2CCN(Cc3cccnc3)CC2CCO)CC1 (stereo not given)
    -5%	1%	i	21	0%	7%	-0.1%	31%[activator]	/
O=C(CSc1nc(-c2ccccc2)c(-c2ccccc2)[nH]1)NCC1CCCO1 (stereo not given)
    3%	2%	i	4	-3%	-16%	-0.4%	12%	/
O=C(Cc1ccc(F)cc1)NCCc1ccc(F)cc1
    -14%	-1%	i	-13	-1%	-13%	0.5%	?	5%
CC1=C(C#N)CCC(=O)N1Cc1ccc(C)cc1
    /	4%	?	23	0%	12%	0.2%	6%	2%
CCOc1ccc(NS(=O)(=O)c2ccc3c(c2)oc(=O)n3C)cc1
    -3%	-8%	i	5	-3%	-7%	-0.4%	30%[activator]	1%
O=C(Nc1cccnc1)c1cccc(S(=O)(=O)N2CCCCC2)c1
    1%	-4%	i	0	?	-3%	0.2%	2%	13%
COc1ccc(CN2C(=O)C(CC(=O)NC(c3ccccc3)c3ccccc3)CC(C(=O)N(C(C)C)C(C)C)=C2C)cc1 (stereo not given)
    /	/	?	?	/	-35%	-0.4%	?	?
Cc1ccc(-c2nc(S(=O)(=O)c3ccc(C)cc3)c(N3CCCCC3)o2)cc1
    -22%	0%	i	/	/	-17%	0.6%	-3%	0%
O=C(Cn1ccc2ccccc21)Nc1ccc2c(c1)OCO2
    19%	3%	i	-7	?	-2%	0.2%	13%	4%
Nc1ccc(C(=O)N/N=C/c2cn(Cc3ccccc3F)c3ccccc23)cc1
    9%	-3%	i	-67*	2%	-16%	1.5%	0%	-26%
CCN(CC)c1cc(CS(=O)c2ccccc2)nc(-c2ccccc2)n1 (stereo not given)
    -23%	0%	i	-50*	?	-22%	2.8%	-10%	-14%

Record cards, as listed above. Values in the order: Nrf2 block | A549 tox | ATXN viability | IL1B secr inh | MCF10A rereplic | HepG2 viability | Nrf2 ARE act | TGFb SMAD3 inh | ATXN2 expr inh
CC1=C(C#N)CCC(=O)N1Cc1ccc(C)cc1 reads / | 4% | ? | 23 | 0% | 12% | 0.2% | 6% | 2%
COc1ccc(CN2C(=O)C(CC(=O)NC(c3ccccc3)c3ccccc3)CC(C(=O)N(C(C)C)C(C)C)=C2C)cc1 (stereo not given) reads / | / | ? | ? | / | -35% | -0.4% | ? | ?
NC(=O)C(=O)NN=C1CCC(c2ccccc2)CC1 (stereo not given) reads 9% | -7% | i | 22 | 13% | -14% | 2.1% | 1% | -2%

Additional structures:
The line under a structure holds: Nrf2 block	A549 tox	ATXN viability	IL1B secr inh	MCF10A rereplic	HepG2 viability	Nrf2 ARE act	TGFb SMAD3 inh	ATXN2 expr inh
CN(C(=O)CSc1cn(CC(=O)N2CCCCCC2)c2ccccc12)c1ccccc1
    ?	-1%	/	/	/	-11%	4.6%	?	/
O=C(CCSc1nc(-c2ccco2)cc(C(F)(F)F)n1)NCc1cccs1
    -13%	-5%	i	-9	3%	-10%	-0.5%	?	-1%
O=c1oc(-c2ccco2)nc2sc3c(c12)CCCC3
    ?	-14%	i	41	?	-24%	15%	1%	23%
CC(C)c1cc(C(=O)O)on1
    10%	8%	i	2	0%	-2%	0.1%	-8%	-12%
O=C(CSc1ccc([N+](=O)[O-])cn1)Nc1ccc2[nH]c(=O)[nH]c2c1
    15%	1%	i	7	?	10%	-0.3%	-18%	15%
COc1ccc(CC(=O)OCN2C(=O)c3ccccc3C2=O)cc1
    /	-5%	i	0	1%	2%	0.2%	5%	6%
COc1cc(C(=O)OCC(=O)NC(N)=O)cc(CN2C(=O)c3ccccc3C2=O)c1OC
    25%	16%	i	-6	-7%	-3%	0.1%	-12%	/
COc1cc(OC)c(NC(=O)c2ccc3c(c2)N(Cc2ccc(C)cc2)CCS3)cc1Cl
    -25%	-12%	i	/	/	5%	-0.4%	-12%	0%
O=C(NC(c1ccccc1)c1ccccc1)c1ccc(CO)cc1
    19%	-2%	i	-12	0%	-2%	0.3%	-12%	-12%
O=C(/C=C/c1ccccc1)Nc1cccnc1
    ?	-4%	i	-6	-4%	-4%	6.8%	6%	/
Cc1nc2ccc(NS(=O)(=O)c3ccc(C)c(C)c3)cc2s1
    ?	-17%	i	1	18%	-19%	0.1%	?	-23%
O=C(O)c1ccccc1C(=O)NCC(O)COCC1CC=CCC1 (stereo not given)
    11%	-2%	i	12	-2%	10%	-1.0%	-1%	6%
Cc1ccc(S(=O)(=O)NNC(=O)c2cnn(-c3ccc(Cl)cc3)c2C(F)(F)F)cc1
    ?	1%	?	?	-3%	-21%	-0.4%	?	-14%
Cc1ccccc1-c1cnc2c(c1)C(=O)N([C@@H](C)CO)C[C@@H](C)[C@H](CN(C)Cc1ccccc1F)O2
    /	/	?	-22	/	-31%	-1.5%	9%	-7%
C[C@@H]1[C@H]2[C@@H]3CC[C@@H](C3)[C@H]2CN[C@H]1c1cn(Cc2ccccc2)c2ccccc12
    1%	5%	?	-27	2%	-95%	-2.6%	?	?

Next section:
The line under a structure holds: Nrf2 block	A549 tox	ATXN viability	IL1B secr inh	MCF10A rereplic	HepG2 viability	Nrf2 ARE act	TGFb SMAD3 inh	ATXN2 expr inh
CCc1nnc(SCC(=O)Nc2ccc3ccccc3c2)n1N
    1%	5%	i	-29	0%	-20%	3.1%	-10%	/
CCOc1cccc(C2Oc3nc(SC)nnc3-c3ccccc3N2C(C)=O)c1OC (stereo not given)
    -5%	-9%	i	/	/	13%	-0.7%	-9%	3%
CCOC(=O)c1c(CSc2ccccc2)n(C)c2cc(Br)c(O)c(CN(C)C)c12
    2%	4%	i	-86*	20%	-25%	4.5%	?	?
O=[N+]([O-])c1ccccc1NCCNS(=O)(=O)c1ccc(Cl)cc1
    ?	-14%	i	-14	-1%	-16%	0.2%	4%	0%
Oc1cc(O)cc(-c2cc3ccc(O)cc3o2)c1
    1%	-1%	i	?	-27%	2%	-0.3%	4%	38%[activator]
CN(C)C(=O)C1Cc2ccccc2CN1S(=O)(=O)c1ccc(F)cc1 (stereo not given)
    9%	5%	i	6	15%	10%	-1.0%	0%	/
COc1cccc(N2CC(C(=O)Nc3nnc(SCC(=O)NC4CCCC4)s3)CC2=O)c1 (stereo not given)
    -1%	-6%	i	0	-1%	-7%	-0.5%	30%	2%
COc1ccc(CCNC(=O)COC(=O)C2CC2)cc1OC
    -2%	-1%	i	10	-3%	-2%	0.3%	-4%	3%
CC1=C(C(=O)OCCBr)C(c2cccc3ccccc23)NC(=O)N1 (stereo not given)
    3%	-2%	i	18	-19%	6%	0.3%	9%	-9%
CCOc1cc(C2C(C(=O)c3ccccc3)=C(C(=O)OC)Nc3nnnn32)ccc1O (stereo not given)
    8%	-20%	i	15	2%	-3%	2.2%	0%	-8%
CCN1C(=O)[C@H]2[C@@H](c3ccc(C)cc3)N[C@]3(CCCN(Cc4ccc(C)cc4)C3=O)[C@H]2C1=O
    /	/	?	?	/	-8%	-0.6%	-5%	-14%
O=C(CSc1n[nH]c(-c2ccccc2O)n1)N1CCOCC1
    3%	4%	i	-8	3%	-4%	0.0%	14%	-7%[11.3 µM]
CNS(=O)(=O)c1cccc(C(=O)OCC(=O)C23CC4CC(CC(C4)C2)C3)c1
    -3%	-7%	i	29	14%	-7%	-0.5%	1%	-2%
Cc1cc(Br)c(NC(=O)COC(=O)C2CCCCC2)c(Br)c1
    9%	6%	i	0	3%	-4%	0.2%	-3%	1%
O=C(/C=C/c1ccccc1)OCCCCN=C1NS(=O)(=O)c2ccccc21
    -7%	-1%	i	91	-6%	0%	5.5%	1%	-3%[11.3 µM]
COc1ccc(CCN2C(=O)CSC2c2ccc(OC)c(OC)c2)cc1OC (stereo not given)
    ?	2%	i	0	3%	-9%	2.1%	-4%	-2%
Nc1nc(SCC(=O)OCc2ccccc2)[nH]c(=O)c1NC(=O)c1ccco1
    -3%	-18%	i	4	-6%	-1%	0.1%	6%	6%
O=C(c1ccc(C(F)(F)F)cc1)N1CCC(c2noc(-c3ccc(S(=O)(=O)N4CCCC4)cc3)n2)CC1
    /	-25%	/	/	/	-3%	-1.2%	1%	/

Some of these compounds in order of molecular weight, low to high.
The line under a structure holds: Nrf2 block	A549 tox	ATXN viability	IL1B secr inh	MCF10A rereplic	HepG2 viability	Nrf2 ARE act	TGFb SMAD3 inh	ATXN2 expr inh
COc1ccc(CCNC(=O)COC(=O)C2CC2)cc1OC
    -2%	-1%	i	10	-3%	-2%	0.3%	-4%	3%
CCc1nnc(SCC(=O)Nc2ccc3ccccc3c2)n1N
    1%	5%	i	-29	0%	-20%	3.1%	-10%	/
O=C(/C=C/c1ccccc1)OCCCCN=C1NS(=O)(=O)c2ccccc21
    -7%	-1%	i	91	-6%	0%	5.5%	1%	-3%[11.3 µM]
CC1=C(C(=O)OCCBr)C(c2cccc3ccccc23)NC(=O)N1 (stereo not given)
    3%	-2%	i	18	-19%	6%	0.3%	9%	-9%
